Screening data as filed in PubChem.
MDM2 E3 inh: inhibitors of human Mdm2 E3 ubiquitin ligase; AID 1230; signal enhancement, % at 5 µM; cell-based MDM2 ubiquitination luciferase reporter, 2 h; 0 = plate control, 100 = twice control, blank-subtracted; actives 0.11% (n = 210,000);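 active means signal enhancement of 30% or more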;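 further: luminescence tracks abundance of the self-degrading MDM2-luciferase fusion protein; higher signal means inhibition of MDM2 E3 ligase activity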
Target sequence (Q00987 whole entry, looked up, the tested form may be a part): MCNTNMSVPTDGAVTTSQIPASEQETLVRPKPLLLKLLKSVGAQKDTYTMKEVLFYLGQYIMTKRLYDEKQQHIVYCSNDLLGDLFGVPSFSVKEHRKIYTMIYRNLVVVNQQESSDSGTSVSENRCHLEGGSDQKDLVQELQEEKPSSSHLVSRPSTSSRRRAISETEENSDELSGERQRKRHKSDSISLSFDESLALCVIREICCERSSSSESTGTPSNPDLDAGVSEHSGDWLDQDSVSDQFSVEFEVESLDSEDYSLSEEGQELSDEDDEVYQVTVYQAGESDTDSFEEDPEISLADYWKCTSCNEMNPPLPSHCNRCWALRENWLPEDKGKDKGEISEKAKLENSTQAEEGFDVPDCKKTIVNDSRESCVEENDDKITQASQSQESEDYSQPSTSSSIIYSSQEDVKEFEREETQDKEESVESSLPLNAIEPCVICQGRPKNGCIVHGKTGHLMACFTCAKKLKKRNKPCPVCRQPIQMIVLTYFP
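system = mammalian cells stably expressing self-ubiquitinating, self-degrading MDM2 E3–luciferase fusion | quantity = 2000 cells per well seeded | incubation = 4 h cell settling then 2 h compound exposure, 37 °C | signal = SteadyLite luminescence, 15 min reagent step | benchmarks = plate control and blank wells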
EBV gp42 block: EBV gp42 inhibition; Q1HVG2; Fluorescence polarization binding assay, mP read-out; inhibition, % (tested at 21.74 µM); actives 0.42% (n = 220,000); AID 1085; in the data active means inhibition above about 50%
Runt-SMMHC FRET: Runt domain-CBFb-SMMHC interaction inhibition | Cerulean-Runt/Venus-CBFb-SMMHC FRET ratio 530/480, 1 h | Q01196+Q13951 | actives 0.74% (n = 220,000) | AID 1434 | inhibition, % at 20 µM;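 active means mean inhibition across duplicate retests at 20 µM reaching about 50%, limit read from the data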;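 further: 0% = DMSO wells and 100% = wells with excess untagged CBFb-SMMHC; inhibitors lower the FRET ratio by blocking Runt binding to CBFb-SMMHC; some results filed as inactive read as strong as hits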
Runt-CBFb FRET: Runt domain-CBFb interaction inhibition | actives 0.46% (n = 220,000) | inhibition, % at 20 µM | Cerulean-Runt/Venus-CBFb FRET ratio 530/480, 1 h | Q01196+Q13951;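 active means inhibition over about 50% at 20 µM in the single-dose screen, limit read from the data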;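 further: 0% = DMSO wells and 100% = excess unlabeled CBFb competitor control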
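Assay system: Cerulean-Runt domain / Medium: Tris 50 mM pH 7.5, KCl, K2SO4, 0.01% BSA / Timing: protein complex preformed 1 h, compound exposure 1 h, room temperature, dark / Measured by: FRET, excitation 422 nm, emission at 530 and 480 nm / Evaluation: loss of energy transfer signal / Control set: 5 µM unlabeled CBFb as full-inhibition high control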
zVAD death inh: L929 zVAD cell death inhibition; L929 zVAD necroptosis rescue, ATP luminescence, 24 h; with zVAD 60 µM; viability rescue, % at 10 µM; actives 0.38% (n = 220,000); AID 1377;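 active means activation, scaled between plate controls, above about 75%, limit read from the data; inactive means activation under that limit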;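 further: 0% = zVAD with DMSO and 100% = DMSO alone without zVAD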
Hck Nef HTS: human Hck-Nef kinase inhibition. Recombinant Hck-YEEI plus Nef, Z-Lyte FRET kinase assay. inhibition, % at 20 µM. actives 0.68% (n = 220,000). AID 463187;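 active means Hck-Nef kinase inhibition above about 50%, limit read from the data; inactive means inhibition below that limit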;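 further: 0% = DMSO with Hck plus Nef and 100% = Hck alone without Nef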
Target sequence (P08631 whole entry, looked up): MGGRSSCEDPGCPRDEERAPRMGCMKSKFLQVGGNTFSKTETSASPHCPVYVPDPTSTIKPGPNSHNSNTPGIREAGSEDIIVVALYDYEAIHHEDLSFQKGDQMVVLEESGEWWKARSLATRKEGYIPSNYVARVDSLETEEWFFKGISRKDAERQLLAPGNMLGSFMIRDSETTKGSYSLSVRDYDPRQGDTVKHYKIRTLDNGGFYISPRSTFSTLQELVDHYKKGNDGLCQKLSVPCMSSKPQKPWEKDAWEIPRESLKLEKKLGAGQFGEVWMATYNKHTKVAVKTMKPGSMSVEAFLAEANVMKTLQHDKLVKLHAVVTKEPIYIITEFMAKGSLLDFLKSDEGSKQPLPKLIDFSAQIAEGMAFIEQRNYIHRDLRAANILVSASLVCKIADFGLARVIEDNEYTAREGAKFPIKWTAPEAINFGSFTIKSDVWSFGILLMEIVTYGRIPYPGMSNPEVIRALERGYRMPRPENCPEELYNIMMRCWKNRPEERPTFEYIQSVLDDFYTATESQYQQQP
TbHK1 inh: T. brucei hexokinase 1 inhibition; recombinant TbHK1, G6PDH-coupled NADH A340; inhibition, % at 10 µM; actives 0.11% (n = 220,000);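 active means inhibition of 50% or more in the single-dose primary screen; inactive means inhibition below 50%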
14-3-3 Bad inh: disrupts binding of bovine 14-3-3 zeta to phospho-Bad peptide. TR-FRET 14-3-3zeta/Dy647-pBad peptide displacement, 1 h. inhibition, % at 21.7 µM. actives 0.71% (n = 220,000). AID 781;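 active means inhibition above about 70%, limit read from the data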;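 further: 0% = full 14-3-3 plus peptide FRET controls and 100% = background without 14-3-3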
p47phox inh: blocks human p47phox regulatory protein of NADPH oxidases; P14598; p47phox/p22phox peptide binding, fluorescence polarization, 2 h; inhibition, % at 24.7 µM; actives 0.53% (n = 220,000);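 active means inhibition above about 30%, limit read from the data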;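 further: 0% = p47phox with labelled peptide and 100% = labelled peptide alone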
* hit, by the source's call; x = no result given; [ ] = dose if it differs, or a comment.

| Compound | MDM2 E3 inh | EBV gp42 block | Runt-SMMHC FRET | Runt-CBFb FRET | zVAD death inh | Hck Nef HTS | TbHK1 inh | 14-3-3 Bad inh | p47phox inh |
| --- | --- | --- | --- | --- | --- | --- | --- | --- | --- |
| COc1ccc(N2CCN(C(=O)C(Cc3ccccc3)n3cccc3)CC2)cc1 (configuration not stated) | -24 | -13 | 1 | 0 | 1.9 | 3 | -8 | 1 | -17 |
| Cc1ccc(C)c(NC(=S)N2CCN(Cc3ccccc3)CC2)c1 | -7 | -6 | -1 | 0 | 0.9 | -1 | -5 | -15 | -11 |
| CCN1CCCc2cc(CN(CCN3CCOCC3)C(=S)Nc3cccc(Cl)c3)ccc21 | -7 | -2 | 0 | 2 | -0.3 | -24 | -5 | -13 | -28 |
| COCCCNCC(=O)Nc1ccc(OC(F)(F)F)cc1 | -6 | -13 | 3 | -4 | -0.6 | -10 | 6 | 13 | -2 |
| CC(C)CN1C(=O)c2ccc(C(=O)Nc3nccs3)cc2C1=O | -1 | -20 | -2 | 0 | 0.7 | -17 | 5 | -6 | -5 |
| CN(C)CCCOC(=O)COc1ccc(Br)cc1 | -9 | -5 | 1 | 0 | 1.2 | 3 | -11 | 1 | 12 |
| CC(=O)Nc1ccc(/C=N/NC(=O)c2cccs2)cc1 | -22 | -13 | 0 | 0 | -0.2 | 16 | -22 | 8 | 2 |
| O=C(Nc1nc(-c2cccc([N+](=O)[O-])c2)cs1)c1cccc([N+](=O)[O-])c1C(=O)O | -9 | -16 | 4 | 2 | 2.9 | 22 | 3 | -15 | 2 |
| COc1ccc(C(NC=O)c2cc(OC)c(OC)cc2Br)cc1OC (configuration not stated) | -11 | -14 | 2 | 2 | 0.6 | 3 | -4 | 12 | 6 |
| FC(F)(F)c1cc(-c2ccccc2)nc2nc(N3CCOCC3)sc12 | -1 | 2 | -4 | x | 0.1 | 8 | -20 | -20 | -2 |
| C=CCn1c(SCc2ccccc2)nc(O)cc1=O | -9 | 1 | 0 | -3 | 0.1 | 1 | 2 | 9 | -4 |
| O=C1CC(C(=O)O)S/C(=N\NC(=O)c2ccccc2)N1 (configuration not stated) | -12 | 4 | -1 | 4 | 0.1 | 1 | 0 | -1 | -5 |
| COc1cccc(NC(=O)c2ccc(-c3ccccc3[N+](=O)[O-])o2)c1 | -11 | -6 | 2 | 15 | 5.3 | 13 | -15 | -1 | -4 |
| COc1ccc(/C=N/NC(=O)Cn2cnc3ccccc3c2=O)cc1OC | -7 | -7 | 1 | 0 | -0.3 | 3 | -6 | 8[fluorescence artefact?] | 3 |
| NNC(=O)c1nc[nH]c1C(=O)Nc1ccccn1 | 2 | -5 | -9 | -1 | 2.1 | -14 | -4 | -7 | -3 |
| COC(=O)Oc1nsnc1N1CCOCC1 | -29 | -7 | 21 | 43 | -0.3 | -3 | 3 | -9 | 11 |
| CCc1cccc(OCCCCNCCOC)c1 | -14 | -10 | -1 | 0 | -0.1 | 0 | 5 | 7[fluorescence artefact?] | -10 |
| Cn1c(=O)c2c(ncn2CC(=O)Nc2nc3ccc(F)cc3s2)n(C)c1=O | -9 | -19 | 0 | 1 | -0.6 | 2 | -9 | -4 | -1 |
| S=c1[nH]nc(-c2cc(-c3ccccc3)n[nH]2)n1/N=C/c1c2ccccc2cc2ccccc12 | x | -3 | -15 | -9 | -0.3 | -40 | -7 | 78* | 6 |
| Cn1c(=O)c(-c2cc(=O)[nH][nH]2)c(O)c2ccccc21 | -50 | -4 | 2 | 2 | -1.1 | 1 | -8 | 4 | -10 |

An excerpt from the list above:
| Compound | MDM2 E3 inh | EBV gp42 block | Runt-SMMHC FRET | Runt-CBFb FRET | zVAD death inh | Hck Nef HTS | TbHK1 inh | 14-3-3 Bad inh | p47phox inh |
| --- | --- | --- | --- | --- | --- | --- | --- | --- | --- |
| CC(C)CN1C(=O)c2ccc(C(=O)Nc3nccs3)cc2C1=O | -1 | -20 | -2 | 0 | 0.7 | -17 | 5 | -6 | -5 |
| CN(C)CCCOC(=O)COc1ccc(Br)cc1 | -9 | -5 | 1 | 0 | 1.2 | 3 | -11 | 1 | 12 |
| CC(=O)Nc1ccc(/C=N/NC(=O)c2cccs2)cc1 | -22 | -13 | 0 | 0 | -0.2 | 16 | -22 | 8 | 2 |
| O=C(Nc1nc(-c2cccc([N+](=O)[O-])c2)cs1)c1cccc([N+](=O)[O-])c1C(=O)O | -9 | -16 | 4 | 2 | 2.9 | 22 | 3 | -15 | 2 |
| COc1ccc(C(NC=O)c2cc(OC)c(OC)cc2Br)cc1OC (configuration not stated) | -11 | -14 | 2 | 2 | 0.6 | 3 | -4 | 12 | 6 |
| FC(F)(F)c1cc(-c2ccccc2)nc2nc(N3CCOCC3)sc12 | -1 | 2 | -4 | x | 0.1 | 8 | -20 | -20 | -2 |
| C=CCn1c(SCc2ccccc2)nc(O)cc1=O | -9 | 1 | 0 | -3 | 0.1 | 1 | 2 | 9 | -4 |
| O=C1CC(C(=O)O)S/C(=N\NC(=O)c2ccccc2)N1 (configuration not stated) | -12 | 4 | -1 | 4 | 0.1 | 1 | 0 | -1 | -5 |
| COc1cccc(NC(=O)c2ccc(-c3ccccc3[N+](=O)[O-])o2)c1 | -11 | -6 | 2 | 15 | 5.3 | 13 | -15 | -1 | -4 |
| COc1ccc(/C=N/NC(=O)Cn2cnc3ccccc3c2=O)cc1OC | -7 | -7 | 1 | 0 | -0.3 | 3 | -6 | 8[fluorescence artefact?] | 3 |
| NNC(=O)c1nc[nH]c1C(=O)Nc1ccccn1 | 2 | -5 | -9 | -1 | 2.1 | -14 | -4 | -7 | -3 |
| COC(=O)Oc1nsnc1N1CCOCC1 | -29 | -7 | 21 | 43 | -0.3 | -3 | 3 | -9 | 11 |
| CCc1cccc(OCCCCNCCOC)c1 | -14 | -10 | -1 | 0 | -0.1 | 0 | 5 | 7[fluorescence artefact?] | -10 |
| Cn1c(=O)c2c(ncn2CC(=O)Nc2nc3ccc(F)cc3s2)n(C)c1=O | -9 | -19 | 0 | 1 | -0.6 | 2 | -9 | -4 | -1 |
| S=c1[nH]nc(-c2cc(-c3ccccc3)n[nH]2)n1/N=C/c1c2ccccc2cc2ccccc12 | x | -3 | -15 | -9 | -0.3 | -40 | -7 | 78* | 6 |
| Cn1c(=O)c(-c2cc(=O)[nH][nH]2)c(O)c2ccccc21 | -50 | -4 | 2 | 2 | -1.1 | 1 | -8 | 4 | -10 |

Following part.
| Compound | MDM2 E3 inh | EBV gp42 block | Runt-SMMHC FRET | Runt-CBFb FRET | zVAD death inh | Hck Nef HTS | TbHK1 inh | 14-3-3 Bad inh | p47phox inh |
| --- | --- | --- | --- | --- | --- | --- | --- | --- | --- |
| COc1ccc(CCNS(=O)(=O)c2cccc(F)c2)cc1OC | -7 | 18 | -3 | 0 | 0.6 | 0 | 2 | 3 | -2 |
| O=S(=O)(c1cccc2ccccc12)N1CCSC1 | 0 | -3 | 0 | 0 | x | x | x | -4 | 2 |
| Cc1ccc(C)c(NC(=O)CSc2nnc([C@@H](N)Cc3ccccc3)o2)c1 | -12 | -13 | 1 | 2 | 0.8 | -3 | -8 | 7[fluorescence artefact?] | -12 |
| O=C(CN1C(=O)COc2ccccc21)N(Cc1ccc2c(c1)OCO2)CC1CCCO1 (configuration not stated) | -12 | -13 | 4 | -1 | -0.4 | 1 | 24 | -7 | -6 |
| CC(=O)c1cccc(S(=O)(=O)Nc2cccc(S(=O)(=O)NC3=NCCC3)c2)c1 | -3 | 7 | 2 | -3 | 0.3 | 1 | 9 | -5 | -3 |
| CC1(C)Cc2nc3sc4c(SCC(=O)NC(c5ccccc5)c5ccccc5)ncnc4c3cc2CO1 | -14 | -15 | -4 | -1 | 0.3 | 7 | 3 | -28[fluorescence artefact?] | -12 |
| CCCn1c(=O)[nH]c(=O)c2c1nc(-c1ccccc1)n2CCN1CCOCC1 | -9 | -35 | -3 | 1 | -0.4 | -1 | -8 | 57 | 1 |
| CCOc1ccc(CN2CCN(Cc3cnc(N4CCOCC4)s3)CC2CCO)cc1 (configuration not stated) | 3 | -9 | 2 | -1 | 1.9 | 18 | -9 | -11 | -5 |
| CC(O)CNc1nc2c(c(=O)n(C)c(=O)n2C)n1CCc1ccccc1 (configuration not stated) | -10 | 6 | 4 | -1 | -0.2 | 10 | 6 | -6 | 2 |
| Cn1cnnc1SCc1nnc(-c2ccccc2Br)o1 | -11 | -15 | 1 | -4 | 0.7 | 17 | 0 | -2 | 4 |

The results go on:
Every second line gives: MDM2 E3 inh	EBV gp42 block	Runt-SMMHC FRET	Runt-CBFb FRET	zVAD death inh	Hck Nef HTS	TbHK1 inh	14-3-3 Bad inh	p47phox inh
O=C(NCc1cccs1)c1ccc2ccccc2n1
  2	-6	-4	0	1.9	16	-2	-3	-7
COc1ccc(Cl)cc1NC(=O)NCC1CCN(C(=O)OC(C)(C)C)CC1
  1	-3	1	0	1.7	-16	2	4	3
CCN(CC)c1ccc(C2CC(=O)NC3=C2C(=O)CC(C)(C)C3)cc1 (configuration not stated)
  -21	0	3	10	0.0	-1	-3	-5	-13
O=C(O)C1C2C=CC(O2)C1C(=O)Nc1ccccc1C(F)(F)F (configuration not stated)
  -10	5	10	14	0.2	4	1	45	7
C=CCN=C(NC#N)SCC(=O)c1cccc(OC)c1
  -18	-14	4	0	0.1	1	-26	10	-11
C=CCSc1nnc(-c2ccccc2NC(=O)CC)c(=O)[nH]1
  22	-24	2	0	-0.2	1	-13	24	6
Cc1n[nH]c(C)c1CNCc1c(C(=O)N2CCCCCCC2)nc2ccc(Cl)cn12
  -27	-17	-4	1	0.1	7	-9	2	-9
CCOC(=O)CSc1nnc(NC(=O)c2cccc([N+](=O)[O-])c2)s1
  -13	-14	-1	2	0.9	4	-5	5[fluorescence artefact?]	4
O=C(CCSc1ccc(Cl)cc1)Nc1cccnc1
  -10	14	0	2	1.8	-2	-2	-9	-8
O=C(c1cccs1)n1nc(NCc2ccccc2)nc1NCc1ccccc1
  -13	-2	0	0	0.2	4	9	-1	-5
COc1ccc(OCC(=O)NNc2nc3ccccc3s2)cc1
  -19	-4	-3	3	-0.1	22	-4	-10	-17
CCOC(=O)c1c(-c2ccccc2)csc1NC(=O)C(C)NCCCN1CCOCC1 (configuration not stated)
  -13	-6	-1	-1	0.6	18	-10	42	-8
CN(C)C(=C(C#N)C#N)N1CCN(c2ccc(Cl)c(Cl)c2)CC1
  0	-7	3	-2	0.3	-1	1	1	-5
O=C(c1cccs1)N1CCN=C1SCc1cccnc1
  1	-11	4	0	0.2	5	2	-1	2
COC(=O)c1nnn(-c2nc(N3CCOCC3)nc(N3CCOCC3)n2)c1C
  -23	-7	1	2	13	18	3	-10	0
CN(C)c1ccc(P(=O)(Nc2ccc([N+](=O)[O-])cc2)N2CCOCC2)c(NC(=O)c2cccs2)c1 (configuration not stated)
  -4	10	4	-2	0.7	-3	-12	-10	-12
COC(=O)CNC(=O)Cc1c(F)cccc1Cl
  -7	-10	-1	-2	1.8	3	-6	-4	-9
Cc1nnc(SCC(=O)NCCc2ccccc2)s1
  -12	-16	-2	0	-0.3	22	-3	-9	-1
